# PP5 inh: PP5 (human) phosphatase inhibition; P53041; purified PP5c, OMFP substrate fluorescence; inhibition, % at 6.7 µM; actives 0.18% (n = 320,000);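 active means inhibition above the campaign's mean inhibition across all tested compounds plus 3 SD, cut at about 9.5% in these data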;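 further: 0% = DMSO only and 100% = 100 µM cantharidin control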
# Target sequence (P53041 whole entry, looked up): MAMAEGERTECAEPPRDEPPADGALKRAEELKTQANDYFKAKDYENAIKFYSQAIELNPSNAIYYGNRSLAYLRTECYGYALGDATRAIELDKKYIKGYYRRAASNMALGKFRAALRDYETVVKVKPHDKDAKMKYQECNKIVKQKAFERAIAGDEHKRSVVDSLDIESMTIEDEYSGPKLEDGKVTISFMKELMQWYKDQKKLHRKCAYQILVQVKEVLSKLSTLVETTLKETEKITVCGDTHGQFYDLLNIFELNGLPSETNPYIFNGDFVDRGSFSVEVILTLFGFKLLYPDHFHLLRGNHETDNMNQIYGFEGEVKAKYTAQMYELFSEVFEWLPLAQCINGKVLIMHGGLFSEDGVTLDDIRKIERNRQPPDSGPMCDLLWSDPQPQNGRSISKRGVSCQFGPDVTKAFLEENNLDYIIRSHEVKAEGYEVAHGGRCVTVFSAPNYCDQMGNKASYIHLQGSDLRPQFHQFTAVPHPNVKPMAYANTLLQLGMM
# core dimer inh: HCV core protein dimerization inhibition. TR-FRET GST/Flag-core106 dimerization, 1536-well. inhibition, % at 5 µM. actives 0.33% (n = 300,000). AID 1899;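 active means inhibition above the mean of all tested compounds plus 3 SD, set per screening campaign, cut at about 45% in these data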
#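 Test system: GST/Flag-tagged HCV core106 proteins; Medium: KF-containing HEPES buffer, pH 7.45, DTT, CHAPS, BSA; Times: compound-protein-antibody incubation 4 h at 22.5 °C; Detection: TR-FRET 671 and 617 nm emission; Benchmarks: wells lacking GST-core106 and wells with excess unlabelled core106.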
# EBNA-1 inh: blocks EBNA-1 binding to DNA. EBNA-1 DNA binding, fluorescence polarization. inhibition, % at 14.8 µM. actives 0.34% (n = 300,000); in the data active means inhibition above about 28%
# PP1 inh: counter-screen for PP5 inhibitors: inhibitors of human PP1-alpha. P62136. purified PP1alpha, OMFP fluorescence. inhibition, % at 6.7 µM. actives 0.9% (n = 320,000). AID 2235;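 active means inhibition above the mean inhibition of all tested compounds plus 3 SD, computed separately for each screening campaign, cut at about 15% in these data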
# Target sequence (P62136 whole entry, looked up): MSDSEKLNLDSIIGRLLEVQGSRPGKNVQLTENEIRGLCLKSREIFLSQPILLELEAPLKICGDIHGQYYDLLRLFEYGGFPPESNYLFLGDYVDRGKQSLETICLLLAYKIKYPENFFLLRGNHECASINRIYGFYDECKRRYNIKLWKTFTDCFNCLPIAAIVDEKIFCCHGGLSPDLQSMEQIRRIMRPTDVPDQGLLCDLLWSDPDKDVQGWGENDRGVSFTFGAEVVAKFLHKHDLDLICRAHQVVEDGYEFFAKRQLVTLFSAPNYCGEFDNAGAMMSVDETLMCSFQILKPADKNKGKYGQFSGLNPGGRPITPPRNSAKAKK
# Efflux pump inh: antifungal efflux pump inhibition, Nile Red retention; S. cerevisiae Candida pump triplex; inhibition, % at 10 µM; actives 0.44% (n = 330,000); AID 485275;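 active means plate passing quality check with inhibition over a set limit, or well fluorescence over plate mean plus 4 SD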;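 further: Nile Red retained in pooled yeast measured as flow cytometry median fluorescence; 0% = buffer negative control and 100% = Enniatin B positive control; higher means more Nile Red kept so more efflux inhibition; some compounds called inactive have numbers as strong as hits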
# PREPL inh: inhibitors of human prolyl oligopeptidase-like enzyme PREPL | AID 2751 | inhibition, % at 5.96 µM | recombinant PREPL, fluorescence polarization activity-based probe | actives 0.68% (n = 320,000); in the data active means inhibition above about 43%;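 further: 0% = enzyme with DMSO and 100% = wells lacking enzyme; many of its hits are not listed in these tables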
# ZTA DNA inh: counter-screen for EBNA-1 inhibitors: inhibitors of Epstein-Barr virus ZTA. ZTA-DNA binding, fluorescence polarization. inhibition, % at 11 µM. AID 2234. actives 0.15% (n = 320,000). P03206; in the data active means inhibition above about 33%
# Target sequence (P03206 whole entry, looked up): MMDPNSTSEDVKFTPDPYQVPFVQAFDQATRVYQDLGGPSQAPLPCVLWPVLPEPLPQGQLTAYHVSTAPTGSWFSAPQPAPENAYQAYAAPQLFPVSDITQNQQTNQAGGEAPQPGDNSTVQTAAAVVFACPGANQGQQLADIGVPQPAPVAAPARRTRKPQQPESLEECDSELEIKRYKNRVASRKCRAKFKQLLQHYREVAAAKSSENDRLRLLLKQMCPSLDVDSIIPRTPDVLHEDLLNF
# TPT1 inhibitor: C. albicans TPT1 enzyme inhibition; recombinant caTPT1, FP RNA substrate dephosphorylation; inhibition, % at 5 µM; actives 0.81% (n = 300,000); AID 1962;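 active means inhibition above the mean of all tested compounds plus 3 SD, set per screening campaign, cut at about 24% in these data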;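 further: plate controls were DMSO alone for no effect and ferristatin control at 100 nM for full effect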
# CTSL1 counter: blocks F. hepatica cathepsin L1 in PFM18AAP counter-screen | recombinant F. hepatica cathepsin L1, Z-Leu-Arg-MCA fluorescence | inhibition, % at 5.96 µM | actives 0.49% (n = 300,000);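 active means inhibition above the mean of all tested compounds plus 3 SD, set per screening campaign, cut at about 17% in these data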;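 further: 0% = plate median of test compound wells and 100% = 1 µM Z-Phe-Ala-diazomethylketone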
# Starred values were filed as active, the others as inactive; x = no result given. This is a subset; count on the stated rates, not on these rows.
# Values run as follows: PP5 inh	core dimer inh	EBNA-1 inh	PP1 inh	Efflux pump inh	PREPL inh	ZTA DNA inh	TPT1 inhibitor	CTSL1 counter
> CC(Sc1nn(-c2ccccc2)c(=S)s1)C(=O)NCC1CCCO1 (centres undefined)
  3.2	x	x	0	0.1	4	-12	x	x
> Cc1c(OCC(=O)N[C@@H](Cc2c[nH]c3ccccc23)C(=O)O)ccc2c1oc(=O)c1ccccc12
  1.9	2	4	6	0.0	4	3	-2	3
> Cc1cccc(NC(=O)c2ccc(NC(=O)CC3SC(N4CCCC4)=NC3=O)cc2)n1 (centres undefined)
  1.0	-9	-4	5	0.0	16	-14	-3	0
> CCn1ccc(C(=O)N2CCOCC2)n1
  0.8	2	-3	-2	-0.8	-3	-13	-2	-2
> CC(NC(=O)c1ccc(NC2=NC3CS(=O)(=O)CC3S2)cc1)c1ccccc1 (centres undefined)
  0.2	-7	-10	-4	0.0	-2	0	-3	-4
> Cc1nc2ccc(NC(=S)NCc3ccccc3)cc2nc1C
  -2.3	7	2	-5	-0.1	12	-13	2	0
> CCc1nnc(NC(=O)CCc2c[nH]c3ccccc23)s1
  4.1	-6	-13	1	0.1	17	-6	4	-3
> NC(N)=N/N=C/c1cccc(Cl)c1Cl
  -0.4	-5	3	3	0.1	11	4	-4	-3
> O=C1N/C(=C/c2cccn2-c2ccccc2)C(=O)N1c1cccc(Cl)c1
  -0.5	16	-4	0	-0.3	-1	-11	5	2
> CCC(c1nnc(SCC(=O)NCC2CCCO2)n1Cc1ccccc1)N(C)C (centres undefined)
  0.6	-1	4	-5	0.0	5	16	-2	-4
> CC(C)(C)C1=CC=C(C(C)(C)C)C(=O)C1=O
  0.1	-3	1	2	-0.1	7	5	-1	-2
> NC(=O)c1nsc(C(=O)N(CC(=O)NC2CCCCC2)c2cccc(F)c2)c1N
  2.1	-3	4	1	0.3	-10	6	-2	0
> CCCC(=O)Nc1cccc(NC(=O)c2ccccc2Br)c1
  1.2	-5	-6	-2	0.0	8	2	1	5
> Cc1cccc(NC(=O)CN(C2=NC3CS(=O)(=O)CC3S2)c2ccccc2F)c1 (centres undefined)
  2.8	-6	-2	4	0.2	10	13	-2	-4
> CN(NC(=O)Nc1ccccc1)c1cnn(C)c(=O)c1Cl
  0.1	1	4	0	0.0	22	5	5	7
> CCc1ccc(-c2csc(NC(=O)COC(=O)CCc3nc4ccccc4s3)n2)cc1
  0.7	2	0	4	0.0	-15	-26	-4	-22
> C=CCn1c(COC)nnc1SCC(=O)c1ccc(F)cc1
  0.8	-1	12	-3	-0.2	4	3	-2	1
> Cc1ccc(-c2n[nH]c(=O)c3ccccc23)cc1S(=O)(=O)N(C)CCO
  1.2	-4	2	1	0.3	9	5	-5	-5
> Cc1cc(C(=O)CN2C(=O)NC3(CCCCC3C)C2=O)c(C)n1Cc1cccs1 (centres undefined)
  4.8	26	10	1	-0.1	-2	-4	2	3
> COc1coc(C(O)CN)cc1=O (centres undefined)
  1.5	10	-1	-1	0.2	1	9	-5	1
> O=C(Nc1ccccc1F)c1ccccc1-c1ccccc1
  -2.9	2	-2	0	0.2	-10	7	3	-12
> Cc1ccc(C2=C(CC(=O)O)C(=O)CC2)cc1
  1.7	-9	-9	3	-0.1	10	-5	-6	-1
> CC(NC(=O)c1ccc(NS(C)(=O)=O)cc1)c1ccccc1 (centres undefined)
  1.0	-5	0	-1	0.0	-1	-5	-5	-1
> Fc1cccc(/C=N/Nc2nc3ccccc3[nH]2)c1
  2.1	-16	-8	1	0.4	31	13	0	4
> O=C1c2ccccc2-c2nc3ccccc3nc21
  0.8	2	-2	-1	0.2	11	-7	-2	0
> Cc1ccc(OCC(=O)NNC(=O)c2cc3ccccc3o2)cc1C
  3.5	5	11	14	0.1	2	-4	-6	-11
> COc1ccc(-c2onc(C)c2-c2cscn2)c(O)c1
  -2.6	0	-3	-2	-0.2	10	1	-4	2
> Cc1ccc(NC2=C/C(=N/S(=O)(=O)c3cccs3)c3ccccc3C2=O)cc1C
  2.2	-13	-10	2	0.2	2	6	3	19*
> O=C1NC(=O)/C(=C\c2ccc(Oc3cnccn3)cc2)S1
  -1.6	3	2	-1	0.1	2	0	2	1
> CCOC(=O)C1CCCN(C(=O)c2cnn3c(C(F)(F)F)cc(-c4ccccc4)nc23)C1 (centres undefined)
  -1.1	-3	3	-6	0.0	2	9	-1	4
> CCOC(=O)c1nnn(-c2nonc2N)c1-c1ccccc1
  1.9	-2	10	-7	0.1	-1	8	-3	1
> C=CCn1c(SCc2ccc(F)cc2)nc2c1c(=O)[nH]c(=O)n2C
  -1.4	5	-6	6	0.1	17	-16	-1	1
> O=C(O)CCC(=O)Nc1ccc(Br)cc1C(=O)c1ccc(Cl)cc1
  -1.6	-4	6	-2	0.1	-1	-14	-2	3
> Cc1cc2c3c(c1)C(C)CC(C)(C)N3C(=O)C2=C(C#N)C#N (centres undefined)
  2.6	-5	2	1	-0.2	10	-20	-1	-4
> C=CCNC(=S)NNc1nc2c(c(=O)[nH]1)C1(CCCC1)Cc1ccccc1-2
  4.2	18	-10	2	0.0	-13	-4	-2	-2
> CC(=O)NC(Cc1ccccc1F)C(=O)NC1CCN(c2ncccc2[N+](=O)[O-])CC1 (centres undefined)
  -1.8	0	5	-2	-0.1	12	3	-3	8
> CC1(C)Cc2c(sc3nc4n(c(=O)c23)CCC4)CO1
  1.9	2	4	-3	0.1	0	4	-6	4
> Cn1c(SCC(=O)NNC(=S)Nc2ccccc2)nnc1-c1ccncc1
  -0.3	2	-6	0	0.0	-1	8	6	-8
> O=C(O)c1ccc(-c2nc3scc(-c4ccccc4)c3c(=O)[nH]2)cc1
  -1.9	4	2	-7	-0.1	10	-9	-6	5
> CCN(CC)S(=O)(=O)c1cc(NC(=O)COC(=O)CCC(=O)c2ccc(F)cc2)ccc1C
  4.0	-8	1	1	0.7	1	-5	3	-30
> O=C(Cc1ccccc1)Nc1c(Cl)ccc2nsnc12
  -0.3	0	1	-4	-0.1	6	1	-2	-1
> N#C/C(=C\c1cn(Cc2ccccc2)c2ccccc12)C(=O)NCc1ccco1
  4.7	8	25	4	0.0	-12	-3	-3	1
> Cc1ccc2nc(C3CCCN(C(=S)Nc4cccc(C)c4C)C3)[nH]c2c1 (centres undefined)
  3.4	-5	-3	-2	0.0	-1	-5	-1	0
> CN(CC(=O)NCCC1=CCCCC1)S(=O)(=O)c1ccc2c(c1)c(=O)n(C)c(=O)n2C
  0.3	14	-3	3	0.0	7	8	-1	3
> Cc1ccsc1/C=C/C(=O)O
  -1.6	-3	-12	12	0.1	6	-2	4	3
> COc1ccccc1CNC(=O)CCCC(=O)n1ncc2cc(C)ccc21
  0.2	11	6	-4	0.0	-43	1	-1	-1
> Cc1cc(-c2ccc(C)c(S(=O)(=O)NCCCN3CCN(c4ccccc4)CC3)c2)on1
  -0.1	3	3	-2	0.1	-34	10	1	0
> CCn1c(=O)c2cc(S(=O)(=O)NCc3ccccc3)ccc2n(CC)c1=O
  4.0	1	-6	4	-0.1	5	11	4	0
> O=C(COC(=O)CCC(=O)c1ccc(F)cc1)Nc1ccc(N2CCOCC2)cc1
  -0.7	3	-6	-8	0.0	13	-10	5	-51
> O=c1cc(-c2ccccc2)c2ccc(O)c(CN3CCCCC3)c2o1
  -0.6	0	7	-1	0.1	5	5	0	1

# (listing goes on)
# Values run as follows: PP5 inh	core dimer inh	EBNA-1 inh	PP1 inh	Efflux pump inh	PREPL inh	ZTA DNA inh	TPT1 inhibitor	CTSL1 counter
> COc1ccc(Nc2nccc3c2ncn3C)cc1
  3.2	1	-1	2	0.0	-2	3	-1	-1
> COC(=O)c1ccccc1N=C(SC)N(C)C
  -0.4	-1	6	2	-0.1	8	-9	-3	0
> Cc1cc(C)c(C#N)c(Sc2ccc(N)cc2)n1
  1.1	-6	-11	0	-0.7	5	-1	1	-2
> Cc1c(Cl)cccc1Nc1nc(N)nc(CSc2nc3ccccc3s2)n1
  2.7	4	7	1	0.1	-26	8	-3	1
> COC(=O)CN1C(C)=Nc2ccc(C)cc2C1c1ccccc1 (centres undefined)
  2.8	-2	-3	2	0.1	2	-1	4	0
> CCn1c(SCC(=O)NC2CC2)nnc1-c1cccc(OC)c1
  3.6	0	-6	-5	0.3	4	4	3	-2
> CCCCOc1ccc(/C=N/NC(=O)c2csc(C)c2C)cc1
  3.3	21	0	-7	0.0	5	-2	1	1
> COc1cccc(NC(=S)N(Cc2ccccn2)Cc2ccccc2Cl)c1
  2.2	-3	-1	0	-0.2	-5	-4	0	-6
> Cc1nnc(NC(=O)CSc2nc3ccccc3o2)s1
  0.7	3	-1	0	0.1	3	1	-2	-2
> Cc1ccc(Sc2ncnc(N)c2[N+](=O)[O-])cc1
  -1.0	-2	-19	-1	3.4	5	0	-2	2
> O=C(Nc1ccccc1)C(=O)Nc1cccnc1
  0.4	-1	6	0	0.0	2	-18	-3	-5
> Cc1nc2ccccc2c2c1CC(C(C)(Cl)Br)O2 (centres undefined)
  0.2	1	1	-2	0.0	-1	8	-1	1
> COC(=O)[C@@H](NCc1cccc(CN[C@H](C(=O)OC)C(C)C)c1)C(C)C
  -0.7	6	14	-1	-0.2	0	2	-3	-5
> COc1ccc(S(=O)(=O)N2CCCCCC2)cc1C(=O)NC1(C)CCS(=O)(=O)C1 (centres undefined)
  -2.0	-5	4	-4	-0.3	-2	8	1	1
> CCCn1nc(NC(=O)C2CCCO2)c2cc3ccc(C)cc3nc21 (centres undefined)
  -0.4	-2	1	0	0.0	-1	2	-2	0
> Cc1cccc(C(=O)NCC(=O)Nc2ccncc2)c1
  0.6	-2	-9	-4	0.0	5	2	1	-7
> CC(C)C[C@@H](CO)N1CCN(Cc2ccccc2)CCC1=O
  0.6	-6	10	2	0.0	-4	8	0	-1
> CC1CCN(C(=O)C(C)Sc2nc(-c3ccccc3)cc(C(F)(F)F)n2)CC1 (centres undefined)
  1.0	4	8	3	-0.1	-5	-2	0	2
> COc1ccc(CC(=O)OCC(=O)Nc2ccc(OC(F)F)cc2)cc1OC
  5.3	x	x	0	-0.2	9	1	x	x
> CC(OC(=O)CSc1ccc(F)cc1)C(=O)NC1(C#N)CCCCC1 (centres undefined)
  2.9	0	3	-3	0.1	-1	-2	-1	-3

# A second format for part of the listing above.
Cc1nc2ccc(NC(=S)NCc3ccccc3)cc2nc1C
- PP5 inh: -2.3
- core dimer inh: 7
- EBNA-1 inh: 2
- PP1 inh: -5
- Efflux pump inh: -0.1
- PREPL inh: 12
- ZTA DNA inh: -13
- TPT1 inhibitor: 2
- CTSL1 counter: 0

CCc1nnc(NC(=O)CCc2c[nH]c3ccccc23)s1
- PP5 inh: 4.1
- core dimer inh: -6
- EBNA-1 inh: -13
- PP1 inh: 1
- Efflux pump inh: 0.1
- PREPL inh: 17
- ZTA DNA inh: -6
- TPT1 inhibitor: 4
- CTSL1 counter: -3

NC(N)=N/N=C/c1cccc(Cl)c1Cl
- PP5 inh: -0.4
- core dimer inh: -5
- EBNA-1 inh: 3
- PP1 inh: 3
- Efflux pump inh: 0.1
- PREPL inh: 11
- ZTA DNA inh: 4
- TPT1 inhibitor: -4
- CTSL1 counter: -3

# Other compounds.
# Values run as follows: PP5 inh	core dimer inh	EBNA-1 inh	PP1 inh	Efflux pump inh	PREPL inh	ZTA DNA inh	TPT1 inhibitor	CTSL1 counter
> O=C(Nc1ccc(Cl)cc1F)c1ccccc1Br
  1.0	-5	10	-2	0.0	-4	-2	4	-1
> CSCCC(NC(=O)c1ccccc1Br)C(=O)N1CCCC(C(F)(F)F)C1 (centres undefined)
  -0.6	-2	-1	0	0.0	0	-13	2	0
> COc1ccc(-c2nnc(NC(=O)CS(=O)(=O)c3ccc(F)cc3)o2)c(OC)c1
  0.4	-3	6	1	-0.1	13	-12	0	-1
> Cc1ccc2c(c1)cc1c(=O)n(CC(=O)N(C)c3ccccc3)nc(C)n12
  1.3	5	-3	-1	0.1	0	3	1	-1
